FXIIa inh – blocks human coagulation factor XIIa protease activity. P00748. purified FXIIa, Boc-QGR-AMC fluorogenic substrate, 2 h. inhibition, % at 5 µM. 0.3% of 220,000 active. AID 800; in the data active = inhibition above about 40%;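 also: 0% = enzyme with no compound and 100% = blank without enzyme; many of its hits are not listed in these tables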
14-3-3 Bad inh – disrupts binding of bovine 14-3-3 zeta to phospho-Bad peptide. P63103. TR-FRET 14-3-3zeta/Dy647-pBad peptide displacement, 1 h. inhibition, % at 21.7 µM. 0.71% of 220,000 active;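 active = inhibition above about 70%, limit read from the data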;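 also: 0% = full 14-3-3 plus peptide FRET controls and 100% = background without 14-3-3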
Wee1 stabilizer – inhibitors of human Wee1 degradation; P30291; HeLa Luc-Wee1K328M stability, luciferase luminescence; 100% = proteasome inhibitor MG132 effect; reporter increase, % at 5 µM; 1.2% of 220,000 active;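 active = activation above the mean of all tested compounds plus 3 SD, set per screening run, cut at about 8.8% in these data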;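 also: cells exposed to compound for 20 h before luminescence read; 0% = DMSO alone and 100% = MG132 at 30 µM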
Runt-SMMHC FRET – blocks binding of human RUNX1 Runt domain to CBFb-SMMHC; 0.74% of 220,000 active; inhibition, % at 20 µM; Cerulean-Runt/Venus-CBFb-SMMHC FRET ratio 530/480, 1 h;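 active = mean inhibition across duplicate retests at 20 µM reaching about 50%, limit read from the data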;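 also: 0% = DMSO wells and 100% = wells with excess untagged CBFb-SMMHC; inhibitors lower the FRET ratio by blocking Runt binding to CBFb-SMMHC; some results filed as inactive read as strong as hits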
Target sequence (Q01196 whole entry, looked up, the tested form may be a part): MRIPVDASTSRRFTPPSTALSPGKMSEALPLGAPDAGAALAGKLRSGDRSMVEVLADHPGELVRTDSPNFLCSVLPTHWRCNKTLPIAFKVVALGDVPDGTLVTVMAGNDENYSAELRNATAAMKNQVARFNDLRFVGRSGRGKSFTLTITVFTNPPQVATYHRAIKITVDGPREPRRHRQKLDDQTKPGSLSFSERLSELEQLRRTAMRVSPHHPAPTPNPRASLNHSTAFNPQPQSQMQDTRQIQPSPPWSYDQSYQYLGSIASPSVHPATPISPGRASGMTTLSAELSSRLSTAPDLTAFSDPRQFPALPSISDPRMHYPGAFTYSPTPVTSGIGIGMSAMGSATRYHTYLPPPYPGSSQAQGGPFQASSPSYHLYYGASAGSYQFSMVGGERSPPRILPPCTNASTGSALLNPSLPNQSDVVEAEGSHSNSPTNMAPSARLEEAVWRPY
Target sequence (Q13951 whole entry, looked up, the tested form may be a part): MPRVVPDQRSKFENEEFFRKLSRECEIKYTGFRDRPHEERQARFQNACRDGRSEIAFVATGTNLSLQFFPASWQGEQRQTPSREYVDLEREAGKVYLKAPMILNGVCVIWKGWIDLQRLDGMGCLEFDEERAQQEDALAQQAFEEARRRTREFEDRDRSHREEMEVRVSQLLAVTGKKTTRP
Runt-CBFb FRET – inhibitors of human RUNX1 Runt domain binding to CBFb; Q01196+Q13951; Cerulean-Runt/Venus-CBFb FRET ratio 530/480, 1 h; inhibition, % at 20 µM; 0.46% of 220,000 active; AID 1496;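 active = inhibition over about 50% at 20 µM in the single-dose screen, limit read from the data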;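 also: 0% = DMSO wells and 100% = excess unlabeled CBFb competitor control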
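Buffer or medium: Tris pH 7.5 buffer with BSA. Assay system: Cerulean-labeled Runt domain protein. Amount: each fluorescent fusion protein 100 nM. Read-out basis: loss of energy transfer signal. Incubation: 1 h compound exposure, room temperature. Probe or stimulus: Venus-CBFb binding partner, 100 nM. Detection: FRET, excitation 422 nm, emission at 530 and 480 nm.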
Thrombin inh – thrombin (human) inhibition; alpha-thrombin, Boc-VPR-AMC fluorogenic substrate cleavage; 0.26% of 220,000 active; inhibition, % at 5 µM; P00734;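 active = inhibition at or above 40%; inactive = inhibition below 40%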;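 also: 0% = enzyme with no compound and 100% = wells without enzyme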
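Test system: human alpha-thrombin protein / Dosing: one concentration per compound, 5 µM, with 0.2% DMSO / Medium: pH 7.5 Tris-saline with Tween 20 / Benchmarks: no-compound enzyme wells and no-enzyme blanks / Read-out basis: percent inhibition of thrombin substrate cleavage / Timing: reaction at room temperature / Measured by: fluorescence, ex 355 nm, em 460 nm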
hK5 inh – kallikrein 5 (human) inhibition | 0.59% of 210,000 active | inhibition, % at 5 µM | recombinant hK5, fluorogenic AMC substrate cleavage | AID 873;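 active = inhibition of 40% or more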;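 also: 0% = enzyme controls without compound and 100% = no-enzyme blanks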
Target sequence (Q9Y337 67-293 limits assumed): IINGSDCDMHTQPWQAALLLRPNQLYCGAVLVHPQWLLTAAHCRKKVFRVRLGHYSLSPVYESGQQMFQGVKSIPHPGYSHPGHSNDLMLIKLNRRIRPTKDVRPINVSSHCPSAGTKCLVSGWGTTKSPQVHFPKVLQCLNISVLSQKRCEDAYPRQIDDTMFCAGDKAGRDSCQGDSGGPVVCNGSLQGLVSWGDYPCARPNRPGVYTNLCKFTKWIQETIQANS
Hck Nef HTS – blocks Nef-activated human Hck kinase. P08631. Recombinant Hck-YEEI plus Nef, Z-Lyte FRET kinase assay. inhibition, % at 20 µM. 0.68% of 220,000 active;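 active = Hck-Nef kinase inhibition above about 50%, limit read from the data; inactive = inhibition below that limit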;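 also: 0% = DMSO with Hck plus Nef and 100% = Hck alone without Nef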
FXIa inh – factor XIa (human) inhibition; purified FXIa, Boc-Glu-Ala-Arg-AMC fluorogenic substrate; inhibition, % at 5 µM; 0.14% of 220,000 active; AID 798;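 active = inhibition of at least 40%; inactive = inhibition below 40%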;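 also: fluorescence of freed AMC excited at 355 nm; 0% = enzyme without compound and 100% = no enzyme blank; many of its hits are not listed in these tables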
Active calls of the source: *; . = no result given; [ ] = dose if it differs, or a comment.

SMILES | FXIIa inh | 14-3-3 Bad inh | Wee1 stabilizer | Runt-SMMHC FRET | Runt-CBFb FRET | Thrombin inh | hK5 inh | Hck Nef HTS | FXIa inh
COc1ccc(NC(=O)c2ccccc2NS(C)(=O)=O)cc1OC | 4 | -4 | 0 | 0 | 2 | 11 | -10 | 6 | 2
COC(=O)NCc1ccc(Cl)c(Cl)c1 | 0 | 2 | 3 | -1 | 1 | -6 | 6 | -6 | -4
O=C(COc1ccccc1F)NC1CCN(Cc2ccccc2)CC1 | 9 | -4 | -1 | 0 | -1 | 1 | -2 | 5 | 1
c1ccc2c(c1)[nH]c1c(NCC3CCCO3)ncnc12 (stereo not drawn) | 16 | -2 | -1 | -2 | 2 | 0 | -6 | 0 | 2
CSc1nc2c(cnn2-c2ccc(C)c(C)c2)c(=O)[nH]1 | 9 | 17[fluorescence artefact?] | 0 | 2 | 0 | -10 | -20 | 2 | 4
O=C(Cc1ccccc1)NC1(Cc2ccc(O)cc2)CCCCC1 | 4 | -19 | -4 | 0 | 0 | 5 | -8 | 7 | -4
Cc1ccc2nc(-c3ccccn3)c(Nc3ccccc3C)n2c1 | 1 | -27 | -3 | -1 | -1 | -1 | -15 | -11 | 5
Nc1nnc(-c2cc3ccccc3oc2=O)s1 | 3 | -14[fluorescence artefact?] | 1 | -125 | -44 | -6 | -11 | 5 | -6
CC1(C)C(c2cccs2)=[N+]([O-])C2(CCCCC/C2=N\NC(N)=S)N1O (stereo not drawn) | 10 | 11 | -1 | -5 | 1 | -6 | -7 | -18 | -1
COc1ccc(C2C(C(=O)c3cccs3)=C(O)C(=O)N2c2nncs2)cc1 (stereo not drawn) | 29 | 47[fluorescence artefact?] | -2 | 103* | 49 | 4 | -7 | 1 | 24

Three compounds already listed, sorted by their value in Wee1 stabilizer, lowest first:
Molecule	Wee1 stabilizer
COc1ccc(C2C(C(=O)c3cccs3)=C(O)C(=O)N2c2nncs2)cc1 (stereo not drawn)	-2
CC1(C)C(c2cccs2)=[N+]([O-])C2(CCCCC/C2=N\NC(N)=S)N1O (stereo not drawn)	-1
CSc1nc2c(cnn2-c2ccc(C)c(C)c2)c(=O)[nH]1	0

Later entries.
SMILES | FXIIa inh | 14-3-3 Bad inh | Wee1 stabilizer | Runt-SMMHC FRET | Runt-CBFb FRET | Thrombin inh | hK5 inh | Hck Nef HTS | FXIa inh
O=C(NCc1ccc(Cl)cc1)c1ccc(Br)o1 | 16 | -1[fluorescence artefact?] | 7 | -2 | 3 | 4 | 1 | -2 | 0
CC(C)OCCCNC(=O)C(NS(=O)(=O)c1ccc2c(c1)c(=O)n(C)c(=O)n2C)c1ccccc1 (stereo not drawn) | 2 | -13 | -2 | 2 | 1 | -10 | -1 | 27 | -3
CC(C)(C)C(=O)N(CCN(C(=O)C(C)(C)C)c1ccccc1)c1ccccc1 | 12 | -9 | -1 | 1 | -3 | 6 | -3 | 1 | 3
O=C1C(=C(c2ccccc2)c2ccccc2)Nc2ccccc21 | 10 | -4 | -1 | -2 | -3 | -2 | 4 | 3 | 2
Cn1c2c(c(=O)n(C)c1=O)C(CC(=O)Nc1ccc(F)cc1)C(=O)N2 (stereo not drawn) | 13 | -10 | 11* | 3 | . | -3 | -7 | -89 | -2
COC(=O)c1ccc(-c2noc(CN3CCCCC3c3nccn3C)n2)cc1 (stereo not drawn) | 8 | -13 | 2 | 1 | -1 | 0 | . | 12 | 2
C=CCn1c(NC(=O)c2ccc(C)cc2)c(C#N)sc1=N | 8 | 17[fluorescence artefact?] | -4 | 11 | 0 | 5 | -2 | -1 | 3
CSc1nsc(SC)c1NC(=O)OCc1ccccc1 | 8 | -2[fluorescence artefact?] | -3 | -3 | -1 | -4 | -8 | 1 | -9
O=C(Nc1nncs1)c1ccc(N2C(=O)C3C4C=CC(C4)C3C2=O)cc1 (stereo not drawn) | -8 | 0[fluorescence artefact?] | -1 | -7 | -1 | -3 | -20 | 2 | -12
O=C(COc1ccc(Cl)cc1)N1CCN(c2ccc([N+](=O)[O-])c(N3CCOCC3)c2)CC1 | 10 | -5 | 2 | -2 | -2 | -4 | -20 | 3 | 10
CCOC(=O)C1=C(c2ccccc2)OC(N)=C(C#N)C1C(C)C (stereo not drawn) | -6 | 4 | 5 | 0 | -2 | -6 | 3 | -1 | -2
Cc1cc(C)c(OCCCCCNCCO)c(C)c1 | -3 | 8 | 1 | -3 | 1 | 1 | -18 | -1 | -3
COc1ccc(CCN2C(=O)C3C4C=CC(C3C2=O)C2C(=O)N(CCc3ccc(OC)c(OC)c3)C(=O)C42)cc1OC (stereo not drawn) | 12 | 9[fluorescence artefact?] | 0 | 4 | -1 | 1 | 6 | -1 | 3
CSC1=C(C#N)C(c2cccc(Br)c2)CC(=O)N1 (stereo not drawn) | 1 | -3 | 2 | 0 | -1 | -3 | -13 | -14 | -6
c1ccc(CSc2nnc(-c3ccncc3)o2)cc1 | 15 | 13 | 1 | -2 | 0 | 0 | -5 | 1 | 2
O=C(NCCc1cn2ccccc2n1)c1cc(COc2ccc3ncccc3c2)on1 | 9 | -1 | 6 | -2 | -1 | -3 | . | 4 | 4
Cn1ccc(C(=O)NC(=S)N2CCSCC2)n1 | 8 | -8 | 1 | -2 | 1 | 4 | -4 | -6 | 0
Cc1cccc(Cc2nnc(NC(=O)c3cccc(S(=O)(=O)N4CCOCC4)c3)s2)c1 | 8 | 5 | -3 | -3 | 0 | -4 | 11 | 5 | -1
COCC1CCN(Cc2nc(-c3ccc4c(c3)OCO4)no2)C1 (stereo not drawn) | 7 | -9 | 2 | -1 | -1 | -8 | 4 | 21 | 0
COc1ccc(C(CNC(=O)COc2ccc(Br)cc2F)N2CCCC2)cc1 (stereo not drawn) | . | -6 | 5 | 3 | -1 | -6 | -6 | -10 | -8
C#CCOCCOCCOCCNc1nc(N2CCN(C(=O)[C@H]([C@@H](C)CC)n3cc(CCCN=C(N)N)nn3)CC2)nc(N2CCN(C(=O)[C@H](CCCCN)n3cc(CCCC)nn3)CC2)n1 | 4 | 43[fluorescence artefact?] | -4 | 5 | -1 | 2 | -10 | -2 | -5
CN(c1ccccc1)S(=O)(=O)c1ccc(C(=O)Nc2nnc(-c3ccco3)o2)cc1 | -3 | -14 | -4 | -3 | -3 | 1 | -25 | -1 | 4
O=C(c1ccc(Cl)c([N+](=O)[O-])c1)N(Cc1ccc(F)cc1)C1CCS(=O)(=O)C1 (stereo not drawn) | 0 | -5 | -4 | -2 | -1 | -16 | -3 | 6 | -2
COc1ccccc1NC(=O)c1ccc(CN(c2cc(Cl)ccc2C)S(=O)(=O)c2ccccc2)cc1 | 3 | 0 | 1 | 3 | -1 | -2 | -11 | 0 | -4
CCOc1cc(N2CCOCC2)c(OCC)cc1NC(=O)c1c(-c2ccccc2Cl)noc1C | 3 | -11 | -3 | 1 | 0 | -10 | -9 | 20 | -3
Cc1c(C(=O)CN2CCOCC2)[nH]c2ccccc12 | 20 | -9 | -1 | 0 | -1 | 14 | 34 | 1 | 13
COc1ccc(NC(=O)C2CCCN2c2ccc(OC)c(OC)c2)cc1OC (stereo not drawn) | 14 | -10 | -2 | 1 | -1 | 4 | -9 | 3 | -3
Fc1ccc(C[n+]2csc3ccccc32)cc1 | 3 | 40 | -1 | 74 | 38 | 3 | 4 | 0 | 4
N#C/C(=C(/O)CN1CCOCC1)c1nc2ccccc2s1 | 2 | 55 | -1 | -5 | 2 | -12 | -20 | 4 | 14
COc1cccc(-n2c(=O)c3cc(OC)c(OC)cc3n(CC(=O)Nc3cc(C)[nH]n3)c2=O)c1 | -2 | 4 | -1 | 4 | 6 | -6 | 1 | -2 | -7
Cc1ccc2cccc(OCC(=O)Nc3ccc(N4CCOCC4)cc3)c2n1 | 8 | -5 | 7 | -2 | 0 | -3 | 1 | -1 | 0
COCCCNC(=O)c1ccc(Cn2c(=O)c3ccccc3n(Cc3ccc(C)cc3)c2=O)cc1 | -4 | 11 | -1 | 0 | -11 | -9 | -15 | 1 | 1
CCCS(=O)(=O)c1c(S(=O)(=O)CCC)c2c3ccccc3ccn2c1C(N)=O | 8 | 13[fluorescence artefact?] | 0 | 3 | 0 | -1 | -22 | 0 | 5
CC(C)OC(=O)CN1C(=O)C(C)(C)Oc2ccc(C(=O)NC3CC3)cc21 | 19 | -4 | -2 | -1 | 0 | 1 | -26 | -1 | 8
COCC(=O)N(Cc1ccc(OC)cc1)Cc1nc2ccccc2c(=O)[nH]1 | -11 | 3 | -3 | 0 | 2 | -9 | -3 | -1 | -15
CCCN1CNC(=S)N(CCc2ccccc2)C1 | 8 | -8 | 2 | 6 | -1 | -6 | -12 | 8 | 3
O=C(CSc1nc(O)c(Cc2ccccc2F)c(=O)[nH]1)N1CCCCCC1 | 9 | 2 | -2 | 2 | -3 | -2 | -9 | 3 | -1
Cc1ccc(NC(=O)c2cc(S(=O)(=O)N3CCCCC3)cs2)cc1 | 11 | . | 2 | 1 | 0 | 4 | 0 | -19 | 2
O=C(COC(=O)c1cnccn1)c1ccc(Cl)cc1 | 4 | -8 | -1 | 1 | 0 | -8 | -2 | 17 | 1

5 entries from above, with the structure last:
FXIIa inh | 14-3-3 Bad inh | Wee1 stabilizer | Runt-SMMHC FRET | Runt-CBFb FRET | Thrombin inh | hK5 inh | Hck Nef HTS | FXIa inh | molecule
-11 | 3 | -3 | 0 | 2 | -9 | -3 | -1 | -15 | COCC(=O)N(Cc1ccc(OC)cc1)Cc1nc2ccccc2c(=O)[nH]1
4 | -8 | -1 | 1 | 0 | -8 | -2 | 17 | 1 | O=C(COC(=O)c1cnccn1)c1ccc(Cl)cc1
8 | -5 | 7 | -2 | 0 | -3 | 1 | -1 | 0 | Cc1ccc2cccc(OCC(=O)Nc3ccc(N4CCOCC4)cc3)c2n1
8 | 13[fluorescence artefact?] | 0 | 3 | 0 | -1 | -22 | 0 | 5 | CCCS(=O)(=O)c1c(S(=O)(=O)CCC)c2c3ccccc3ccn2c1C(N)=O
9 | 2 | -2 | 2 | -3 | -2 | -9 | 3 | -1 | O=C(CSc1nc(O)c(Cc2ccccc2F)c(=O)[nH]1)N1CCCCCC1

Runt-SMMHC FRET, entries above that show a hit
SMILES | FXIIa inh | 14-3-3 Bad inh | Wee1 stabilizer | Runt-SMMHC FRET | Runt-CBFb FRET | Thrombin inh | hK5 inh | Hck Nef HTS | FXIa inh
COc1ccc(C2C(C(=O)c3cccs3)=C(O)C(=O)N2c2nncs2)cc1 (stereo not drawn) | 29 | 47[fluorescence artefact?] | -2 | 103* | 49 | 4 | -7 | 1 | 24
